FBW7 act = human FBW7 E3 ligase activation, primary screen; Q969H0; AlphaScreen FBW7–phospho-cyclin E peptide binding, activator screen; normalized activity (activation), % at 26.1 µM; 0.13% of 650,000 active; AID 1259310; in the data active = normalized activity above about 1.9%;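 also: purified mutant Fbw7 with reduced substrate affinity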
GPR151 ag = activates the human receptor GPR151 | Q8TDV0 | PathHunter beta-arrestin GPR151 cells, luminescence | activation, % at 11.2 µM | 1% of 650,000 active | AID 1508602; in the data active = activation above about 4.9%;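 also: 0% = median of compound wells and 100% = cells with positive control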
Target sequence (Q8TDV0 whole entry, looked up): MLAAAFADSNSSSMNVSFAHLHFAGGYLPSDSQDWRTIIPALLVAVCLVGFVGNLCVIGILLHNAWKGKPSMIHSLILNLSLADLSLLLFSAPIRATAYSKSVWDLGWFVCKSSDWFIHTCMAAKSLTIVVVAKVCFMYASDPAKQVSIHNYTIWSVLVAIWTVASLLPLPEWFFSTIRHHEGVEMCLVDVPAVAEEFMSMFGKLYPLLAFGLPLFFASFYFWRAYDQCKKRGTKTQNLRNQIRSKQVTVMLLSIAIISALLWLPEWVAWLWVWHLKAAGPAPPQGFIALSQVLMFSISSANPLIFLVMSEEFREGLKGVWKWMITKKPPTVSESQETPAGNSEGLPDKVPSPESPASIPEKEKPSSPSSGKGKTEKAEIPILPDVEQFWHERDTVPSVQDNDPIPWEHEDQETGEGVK
MITF primary = blocks human microphthalmia-associated transcription factor. inhibition, % at 2.6 µM. 0.91% of 650,000 active. AlphaScreen MITF homodimerization, bead proximity signal. O75030. AID 1259374; in the data active = inhibition above about 50%;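 also: 0% = vehicle wells with protein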
Target sequence (O75030 whole entry, looked up): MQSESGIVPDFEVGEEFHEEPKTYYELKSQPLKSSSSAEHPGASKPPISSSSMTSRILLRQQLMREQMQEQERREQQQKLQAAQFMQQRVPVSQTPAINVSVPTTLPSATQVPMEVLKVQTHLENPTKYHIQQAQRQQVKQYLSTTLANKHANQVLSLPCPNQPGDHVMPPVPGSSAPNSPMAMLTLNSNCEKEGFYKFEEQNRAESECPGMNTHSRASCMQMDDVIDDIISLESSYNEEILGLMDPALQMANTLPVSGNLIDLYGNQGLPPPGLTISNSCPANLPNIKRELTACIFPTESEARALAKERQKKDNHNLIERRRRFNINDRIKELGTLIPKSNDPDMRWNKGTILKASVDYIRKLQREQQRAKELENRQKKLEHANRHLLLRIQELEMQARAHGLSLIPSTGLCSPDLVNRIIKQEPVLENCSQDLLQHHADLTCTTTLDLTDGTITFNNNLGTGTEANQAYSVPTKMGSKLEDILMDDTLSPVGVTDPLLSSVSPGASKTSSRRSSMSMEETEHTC
TEAD-YAP inh = TEAD-YAP interaction inhibition; HEK-TIYL cells, TEAD-Gal4/YAP UAS-luciferase luminescence; inhibition, % at 9.12 µM; 1.4% of 640,000 active; in the data active = inhibition above about 32%;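 also: 0% = median of test compound wells and 100% = reference inhibitor wells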
* = called active by the depositor.

SMILES	FBW7 act	GPR151 ag	MITF primary	TEAD-YAP inh
O=C(CSc1nc2ccccc2[nH]1)c1ccc(Cl)c(Cl)c1	-0.1	1.2	-2	-3
CCc1nnc(NC(=O)c2ccc(CSc3ccccc3)o2)s1	0.2	-0.9	15	-3
CCCc1[nH]n(-c2ccc(F)cc2)c(=O)c1C=NC1CC1	-0.1	0.8	6	6
COc1ccc(C(NC(=O)C(C)C)c2c(O)ccc3ccccc23)cc1OC (stereo not given)	0.2	-0.8	24	-3
Cc1ccccc1N1C(=O)C2C(C1=O)C1C=CC2C12CC2 (stereo not given)	-0.1	0.7	4	1
CN(C(=O)CCNC(=O)Cn1cnc2ccccc2c1=O)c1ccc(Br)cc1	0.1	-0.6	-7	4
CNC(=O)/C(=C\c1ccc(Cl)cc1)NC(C)=O	0.0	0.1	2	-3
CC(=O)c1sc(=Nc2ccc(Cl)cc2)n(CCCN2CCOCC2)c1C	-0.3	-1.4	-8	-3
COc1ccc(Br)cc1S(=O)(=O)N1CCN(c2ccccc2)CC1	-0.1	-0.2	-5	-9
CS(=O)(=O)c1cnc(-c2ccc(O)cc2)nc1-c1ccc(Cl)cc1	-0.1	-0.1	3	5
CCc1ccc(C2=NC(c3ccc(C(=O)OC)cc3)NC(c3cc(Cl)ccc3O)C2)cc1 (stereo not given)	-0.2	-0.8	0	-1
CCOc1cccc(NC(=O)/C(C#N)=C\c2cc(C)n(-c3ccc(NC(C)=O)cc3)c2C)c1	0.0	-0.6	12	-5
Cc1ccc(S(=O)(=O)NCc2ccc(C(=O)NCC3CCCO3)cc2)cc1 (stereo not given)	-0.1	-3.3	-3	-3
CCOC(=O)c1sc(NC(=O)c2ccco2)c(C(=O)OCC)c1C	0.0	1.5	-9	-1
CN1C(=O)CC(C(=O)Nc2ccc(F)cc2)SC1=Nc1cccc(F)c1 (stereo not given)	-0.2	-0.9	-17	-7
CCc1ccccc1NC(=O)Cn1c(CC(=O)NC)nc2ccccc21	-0.3	-0.2	11	5
CC(NC(=O)Cc1csc2nc(-c3ccccc3)cn12)c1ccccc1 (stereo not given)	-0.1	1.8	-4	0
CC(=O)Nc1ccc2c(c1)OCCOCCOc1cc(NC(C)=O)ccc1OCCOCCO2	-0.1	2.3	11	12
Cc1cc(C(=O)NCc2ccc(C(=O)O)cc2)cs1	0.0	-0.4	19	0
CCOC(=O)N1CCN(CC(=O)N2CCC(C(N)=O)CC2)CC1	-0.1	0.7	13	9
COc1ccc([N+](=O)[O-])cc1N(CC(=O)NC1CCCCCC1)S(C)(=O)=O	-0.1	1.2	-6	-9
N#C/C(=C\c1ccc(-c2cc(Cl)ccc2Cl)o1)c1ccccc1	0.4	-1.0	-7	-5
COC(=O)CSc1nnc(-c2ccccc2OC)o1	0.0	0.9	7	-1
COC(=O)C1=C(C)NC2=C(C(=O)CC(c3ccccc3)C2)C1c1ccc(Cl)cc1 (stereo not given)	0.4	1.0	9	10
CCOC(=O)c1[nH]c(C)c(C(=O)NCCN2CCCCC2C)c1C (stereo not given)	0.1	-1.0	9	-5
CCn1cc(C(=O)N2CCc3c(nc(N4CCCCC4)[nH]c3=O)C2)cn1	-0.1	1.5	1	8
O=C(Nc1ccc(N2CCOCC2)cc1N1CCOCC1)c1ncoc1-c1cccs1	0.0	0.2	1	-3
CCOc1ccc(NC(=O)CSc2nnc(C)n2-n2cccc2)cc1	0.1	-0.1	5	0
c1cncc(COC2CCN(c3nc4nonc4nc3NCc3cccs3)CC2)c1	-0.1	0.8	2	-13
COc1cc(C(=O)Nc2sc3c(c2C(=O)O)CCC3)cc(OC)c1OC	0.1	-0.5	-3	4

In the list so far, four contain an NH in an aromatic ring.
SMILES	FBW7 act	GPR151 ag	MITF primary	TEAD-YAP inh
O=C(CSc1nc2ccccc2[nH]1)c1ccc(Cl)c(Cl)c1	-0.1	1.2	-2	-3
CCCc1[nH]n(-c2ccc(F)cc2)c(=O)c1C=NC1CC1	-0.1	0.8	6	6
CCOC(=O)c1[nH]c(C)c(C(=O)NCCN2CCCCC2C)c1C (stereo not given)	0.1	-1.0	9	-5
CCn1cc(C(=O)N2CCc3c(nc(N4CCCCC4)[nH]c3=O)C2)cn1	-0.1	1.5	1	8

(next part)
SMILES	FBW7 act	GPR151 ag	MITF primary	TEAD-YAP inh
COc1cc(C)c2occ(C(C)=O)c2c1	0.1	-2.5	-21	-8
O=C(Nc1ccc(-c2ccc(NC(=O)c3cccc(F)c3)c(C(=O)O)c2)cc1C(=O)O)c1cccc(F)c1	-0.1	0.0	-1	9
CCOc1ccc(NC(=O)c2cccc(C)c2OC)cc1	0.0	-0.5	16	-52
COc1ccc(NC(=O)Nc2nnc(N3CCCC(C)C3)s2)cc1 (stereo not given)	0.3	-0.2	-13	-6
COC(=O)c1ccc(COn2c(=O)c(-c3cccs3)[n+]([O-])c3ccccc32)cc1	-0.1	0.2	10	-3
OC1CN2N=CC1(Cl)C2c1ccncc1 (stereo not given)	0.1	-0.3	0	6
COC(=O)c1ccc(C2C3=C(CC(c4ccc(F)cc4)CC3=O)Nc3ccccc3N2C(=O)C2CC2)cc1 (stereo not given)	-0.1	-0.9	-3	0
Cn1c(=O)c2c([nH]c(=O)n2C)n(C)c1=O	-0.2	0.9	-18	5
Cn1nccc1C(=O)Nc1sc2c(c1C#N)CCC2	0.2	-1.4	12	-10
COC(=O)c1ccc(CN2CCN(c3ccccc3OC)CC2)cc1	0.1	-0.1	31	6
C=CCCCOc1ccc(/C=C/C(=O)OCC)cc1	-0.2	-0.9	-17	8
CCCCOC(=O)NS(=O)(=O)c1sc(CC(C)C)cc1-c1ccc(Cn2c(CC)nc3c(C)cc(C)nc32)cc1	-0.1	0.3	-4	-4
O=C(NCCc1ccc(Cl)cc1)c1nnc(Cc2ccc(F)cc2)o1	0.2	-1.4	0	-4
CCOc1ccccc1CN1CCN(Cc2ccc3cc(F)ccc3n2)CC1CCO (stereo not given)	0.1	-1.4	12	0
O=C(CN1N=C(c2ccc(Cl)cc2)CCC1=O)NCCCN1CCCCC1	-0.2	0.0	-9	-13
CCCNc1ccnc(N2CCC(N3CCOCC3)CC2)n1	-0.1	-1.4	0	-2
COc1cc(/C=C2/SC(=Nc3ccccc3Cl)NC2=O)ccc1OC(=O)c1ccccc1	0.1	1.0	-18	20
O=C(CSc1nc2ccccc2o1)Nc1ccc(F)c([N+](=O)[O-])c1	-0.2	-0.8	-6	-3
COc1cc(-c2cc(-c3ccccc3)nc(SCC(=O)Nc3cc(C)on3)c2C#N)cc(OC)c1OC	0.6	1.4	-15	0
CCOC(=O)c1cccc(NC(=O)C2C(=O)CN(c3ccccc3)C2=O)c1 (stereo not given)	-0.2	1.5	12	1
CCOc1cc(/C=C2/C(=N)N3N=C(C)SC3=NC2=O)ccc1OCCOc1ccc(Cl)c(C)c1	0.0	0.4	2	6
O=c1[nH]c(CNCCN2CCOCC2)nc2sc3c(c12)CCC3	-0.9	-0.9	105*	2
CCN1C(=O)CC(N2CCC(C(N)=O)CC2)C1=O (stereo not given)	-0.1	-0.5	-3	-8
CC(C)(C)C(=O)Nc1ccc(N2CCCS2(=O)=O)cc1	0.3	-0.7	-1	-19
O=C(NCCc1c[nH]c2ccccc12)c1cc2nc(-c3ccc4c(c3)OCO4)cc(C(F)(F)F)n2n1	-0.1	-0.2	7	5
O=C(NCCSCc1ccccc1)c1ccc(N2CC3CC(C2)c2cccc(=O)n2C3)c(NC(=O)c2cccs2)c1 (stereo not given)	-0.1	1.5	6	6
Cc1cc(C(=O)CSc2nnnn2-c2ccc(O)cc2)c(C)n1Cc1cccs1	-0.3	-1.1	-3	-25
O=C(Nc1ccc(O)c(-c2nc3ccccc3s2)c1)c1ccccc1	-0.1	-0.1	-4	3
O=C(Cc1ccc(-c2ccccc2)cc1)N1CCC(O)(c2ccccn2)CC1	-0.1	2.2	15	1
Cc1cccc(NC(=S)NC(NC(=O)N(C)C)C(Cl)(Cl)Cl)c1 (stereo not given)	0.0	-1.2	5	8
O=C(Nc1nc(-c2ccc3ccccc3c2)cs1)c1cc(Cl)ccc1[N+](=O)[O-]	0.0	-0.4	6	5
CC(C)Oc1ccccc1NC(=O)CSc1nnc(-c2cccc(F)c2)n1-c1ccccc1	0.2	0.3	14	3
CCN(CC)S(=O)(=O)c1ccc(C(=O)Nc2nnc(-c3ccc(OC)cc3)o2)cc1	-0.1	5.3*	20	4
CCOC(=O)c1c(C)oc2c1c1c(c3ccccc32)OCN(CCc2ccc(OC)c(OC)c2)C1	-0.2	1.9	-7	-68
CC1(C)CC(=O)C2=C(C1)N(c1ccccc1)C(=O)CC2c1ccccc1 (stereo not given)	0.0	6.8*	13	2
Cc1ccccc1C(=O)N1CCC(C(=O)Nc2cccc(Br)c2)CC1	0.0	0.2	-14	8
Cc1ccc(C(=O)Nc2nnc(C(C)(C)C)s2)cc1	0.1	-1.4	2	-102
Cc1ccc(NC(=O)CCNS(=O)(=O)c2ccccc2)c(C(=O)c2ccccc2)c1	-0.1	0.4	10	15
O=C(CCc1cccnc1)NCc1nnc2n1CCN(Cc1ccsc1)CC2	0.1	-0.1	1	4
O=C(CSc1ccccn1)Nc1cc(NC(=O)CSc2ccccn2)cc(C(=O)O)c1	0.2	0.8	-13	-2
Cc1ccc2c(CSc3nnnn3-c3ccccc3)cc(=O)oc2c1	-0.1	0.4	3	-12
O=C(O)c1cc(S(=O)(=O)NC(Cc2ccccc2)C(=O)O)ccc1Cl (stereo not given)	0.1	0.5	17	-11
Cc1ccc(N=C2NC(=O)/C(=C\c3ccc(OCc4ccccc4)cc3)S2)cc1	0.5	2.0	2	9
CN(C(=O)c1cccc(N2C(=O)C3CC=CCC3C2=O)c1)C1CCCCC1 (stereo not given)	-0.1	-2.7	-44	-3
COc1ccc(C2=NN(C(=O)CCC(=O)O)C(c3cc4cc(OC)ccc4nc3Cl)C2)cc1 (stereo not given)	0.1	0.0	2	1
O=C(NCCc1ccccc1)C1CC12CCN(Cc1ccsc1)CC2 (stereo not given)	0.0	-0.9	2	5
N#CC1=C(N)N2CCSC2=C(C#N)C1c1ccccc1 (stereo not given)	0.0	0.1	6	9
Cc1c(C(=O)O)nn(-c2cccc(C(F)(F)F)c2)c(=O)c1C#N	-0.2	1.6	-10	-4
CCOC(=O)C(C)Sc1ncnc2c1nnn2Cc1ccc(Cl)cc1 (stereo not given)	0.1	0.5	-9	-7
Cc1cccc(N2COc3ccc4cc(Br)ccc4c3C2)c1	1.1	3.2	16	-9
O=C1OC(c2ccccc2)=N/C1=C\c1ccc(Cl)c(Cl)c1	0.1	0.6	-12	-3
O=C(OCc1nnc(-c2ccc(Cl)cc2)o1)C12CC3CC(CC(O)(C3)C1)C2	0.1	-1.3	6	-2
COC(=O)C1=C(C)NC(=O)NC1c1cc(OC)ccc1OC (stereo not given)	0.1	3.6	-6	-7
COc1ccc(Cl)cc1-c1nc(C=Nc2ccc(Br)cn2)c(O)o1	0.1	-0.6	-24	4
CCOC(=O)c1oc2ccccc2c1NC(=O)C1CCCN1S(C)(=O)=O (stereo not given)	0.2	-0.4	15	3
O=C(Nc1ccc(Cl)cn1)c1cc2ccccc2o1	-0.1	-1.6	8	-48
O=[N+]([O-])c1ccc(-c2nc(Nc3ccc(Br)cc3)c3ccccc3n2)cc1	0.0	-0.1	-7	7
COCCn1cnc2sc(C(=O)Nc3ccc(OC)cc3OC)c(C)c2c1=O	0.2	-0.6	20	3
COc1ccc(NC(=O)Nn2cnnc2)cc1	0.1	-0.5	14	1
Cc1ccc(-n2nc(-c3ccc(Cl)cc3)cc2N)cc1	-0.1	-0.2	-7	-53

Following part:
SMILES	FBW7 act	GPR151 ag	MITF primary	TEAD-YAP inh
Cc1ccc2c(c1)N(CCCC(=O)NCCN1CCN(C)CC1)C(=O)CO2	0.0	0.8	-8	-12
CCc1ccc(-n2c(C)cc(/C=C3/C(=N)N4C=CSC4=NC3=O)c2C)cc1	0.4	0.4	14	-4
COc1cc(OC)cc(C(=O)N2CCC3(CC2)CC(=O)c2ccccc2O3)c1	0.1	0.3	-9	9
O=C(CN1CCC(O)(c2ccc3c(c2)OCO3)CC1)NCc1ccccc1	0.0	0.3	5	-1
Cc1ccc(NC(=O)c2ccccc2N)c(C(=O)c2ccccc2)c1	0.0	-0.3	3	1
CCOc1ccc(/C=C/C(=O)Nc2nccs2)cc1	0.0	-1.2	-16	-61
COc1cccc(-c2nc(CS(=O)CC(=O)NCc3ccccc3)c(C)o2)c1 (stereo not given)	-0.1	-0.2	-4	-7
Cc1cc2c(cc1S(=O)(=O)Nc1ccccc1Br)OCC(=O)N2	-0.1	0.7	2	-16
Cn1c(=O)c2c(NC(=O)c3cc(=O)c4ccccc4o3)ccnc2n(C)c1=O	0.1	-0.5	-10	10

Compound profiles, as listed above.
Record of COC(=O)C1=C(C)NC2=C(C(=O)CC(c3ccccc3)C2)C1c1ccc(Cl)cc1 (stereo not given) = FBW7 act = 0.4; GPR151 ag = 1.0; MITF primary = 9; TEAD-YAP inh = 10
Record of O=C(Nc1ccc(N2CCOCC2)cc1N1CCOCC1)c1ncoc1-c1cccs1 = FBW7 act = 0.0; GPR151 ag = 0.2; MITF primary = 1; TEAD-YAP inh = -3
Record of Cn1c(=O)c2c([nH]c(=O)n2C)n(C)c1=O = FBW7 act = -0.2; GPR151 ag = 0.9; MITF primary = -18; TEAD-YAP inh = 5
